SENP8 block = inhibitors of human SENP8 protease; Q96LD8; recombinant SENP8, Nedd8 substrate fluorescence; inhibition, % at 20 µM; 360,000 compounds, 0.64% hits; AID 602440; in the data active means inhibition mostly above about 40%, no sharp cut-off; inactive means mostly below about 27%
Target sequence (Q96LD8 whole entry, looked up): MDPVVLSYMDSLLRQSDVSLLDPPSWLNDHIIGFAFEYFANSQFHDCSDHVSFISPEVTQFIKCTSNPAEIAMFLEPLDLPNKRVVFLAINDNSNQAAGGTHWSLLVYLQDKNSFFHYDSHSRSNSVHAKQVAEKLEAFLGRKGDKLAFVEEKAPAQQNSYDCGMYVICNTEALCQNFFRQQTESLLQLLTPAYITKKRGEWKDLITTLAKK
SENP1 inh = SENP1 (human) catalytic domain inhibition | Q9P0U3 | recombinant SENP1 catalytic domain, CyPet-SUMO1-YPet FRET cleavage | inhibition, % at 10 µM | 360,000 compounds, 0.21% hits;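 active means inhibition at least 30% at 10 µM, raw YFP signal under a set limit, fluorescence ratio 0.5 to 1.5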;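 further: 0% = enzyme with DMSO and 100% = no enzyme wells; some results filed as inactive read as strong as hits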
Target sequence (Q9P0U3 419-644 limits assumed): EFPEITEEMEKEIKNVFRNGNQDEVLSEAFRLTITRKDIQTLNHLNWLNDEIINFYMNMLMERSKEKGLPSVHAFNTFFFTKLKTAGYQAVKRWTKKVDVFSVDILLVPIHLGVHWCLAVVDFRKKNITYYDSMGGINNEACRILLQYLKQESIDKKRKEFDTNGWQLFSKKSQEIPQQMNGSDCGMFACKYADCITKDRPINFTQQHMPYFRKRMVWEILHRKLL
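Assay system – human recombinant His6-tagged SENP1 catalytic domain enzyme · Input – SENP1 enzyme, 20 pM final · Buffer or medium – Tris pH 8 buffer plus EDTA, NaCl, BME, BSA, NP40, catalase · Schedule – 50 min reaction at room temperature · Technique – FRET read of cyan and yellow fluorescence · Control set – no-enzyme wells low, DMSO-plus-enzyme wells high control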
MPTP block = blocks calcium-induced mitochondrial swelling; isolated mouse mitochondria, Ca2+ swelling absorbance, 30 min; inhibition, % at 10 µM; 360,000 compounds, 1.4% hits; AID 602449;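 active means inhibition of 50% or more, scaled per plate between neutral and stimulator controls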;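 further: 0% = DMSO wells given calcium and 100% = 1 mM EGTA wells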
PfGluPho inh = PfG6PD (Plasmodium falciparum) enzyme inhibition. PfGluPho enzyme, NADPH resazurin-diaphorase fluorescence. inhibition, % at 20 µM. 350,000 compounds, 0.78% hits;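 active means inhibition reaching at least a set limit at 20 µM in the primary screen, cut at about 59% in these data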;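 further: 0% = DMSO wells with substrate and 100% = DMSO wells lacking glucose-6-phosphate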
hIAP activ = human IAP activation | activation factor at 10 µM | purified human IAP, CDP-Star luminescence, 30 min; stronger effect = higher value; 1 = vehicle-only enzyme, 0 = enzyme-free background | 330,000 compounds, 0.16% hits | P09923;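 active means activation factor of the enzyme at least 2-fold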; further: the source names both 10 and 20 µM as test concentration; values of inactives mirror those of a sister screen read the other way
SENP6 block = inhibitors of human SENP6 protease; Q9GZR1; Recombinant SENP6 catalytic domain, aminoluciferin luminescence; inhibition, % at 10 µM; 330,000 compounds, 1.8% hits;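 active means inhibition above about 50% at the single tested dose, limit read from the data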;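 further: plate controls were DMSO wells with enzyme for no effect and DMSO wells lacking enzyme for full effect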
Target sequence (Q9GZR1 628-1112 limits assumed): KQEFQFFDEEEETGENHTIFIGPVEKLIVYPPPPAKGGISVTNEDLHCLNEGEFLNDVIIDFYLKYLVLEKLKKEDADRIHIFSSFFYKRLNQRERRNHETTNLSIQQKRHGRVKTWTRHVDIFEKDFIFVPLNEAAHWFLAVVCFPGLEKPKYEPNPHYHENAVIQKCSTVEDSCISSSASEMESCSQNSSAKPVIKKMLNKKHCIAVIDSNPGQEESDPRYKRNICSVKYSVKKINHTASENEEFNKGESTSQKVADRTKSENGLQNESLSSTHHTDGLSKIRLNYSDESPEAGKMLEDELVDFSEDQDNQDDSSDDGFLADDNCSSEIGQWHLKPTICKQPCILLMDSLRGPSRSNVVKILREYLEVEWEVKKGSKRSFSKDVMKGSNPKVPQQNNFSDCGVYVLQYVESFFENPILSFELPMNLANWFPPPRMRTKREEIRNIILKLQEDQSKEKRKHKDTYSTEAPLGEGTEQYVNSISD
ATG4B inhibitor = ATG4B (human) cysteine protease inhibition; ATG4B cleavage of LC3-PLA2, NBD-HPC fluorescence, 1 h; inhibition, % at 8.33 µM; 340,000 compounds, 0.51% hits; in the data active means inhibition above about 40%
GRIN3A LBD mod = NR3A (human) ligand-binding domain modulation; AID 1259313; Tm shift relative to glycine control, % at 25 µM; 340,000 compounds, 2.5% hits; NR3A LBD differential scanning fluorimetry, Tm shift; 0% = protein alone, 100% = glycine-bound protein;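 active means melting temperature shift of at least 10% of the positive control shift, at one fixed dose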
* = called active by the depositor; i = inactive; . = not tested or not shown.

Sample of the layout (2 entries):
Results follow in this order: PfGluPho inh	SENP8 block	MPTP block	SENP6 block	ATG4B inhibitor	SENP1 inh	hIAP activ	GRIN3A LBD mod
- O=S1(=O)c2c(F)cccc2OC(COc2ccccc2)CN1CCc1ccc(F)cc1 (configuration not stated)
    15.9	0.4	0.0	.	-1.7	-3.6	.	-6.5
- COc1cc2c(=O)n(C)c3ccccc3c2cc1OC
    27.9	-42.8	-0.1	.	.	-6.2	.	.

The list itself, previewed entries included:
Results follow in this order: PfGluPho inh	SENP8 block	MPTP block	SENP6 block	ATG4B inhibitor	SENP1 inh	hIAP activ	GRIN3A LBD mod
- O=S1(=O)c2c(F)cccc2OC(COc2ccccc2)CN1CCc1ccc(F)cc1 (configuration not stated)
    15.9	0.4	0.0	.	-1.7	-3.6	.	-6.5
- COc1cc2c(=O)n(C)c3ccccc3c2cc1OC
    27.9	-42.8	-0.1	.	.	-6.2	.	.
- CN1CCN(c2nc3ccccn3c(=O)c2C=C(C#N)C#N)CC1
    -8.1	-258.8	-0.5	10.8	-3.0	-43.1	0.964	0.5
- CCOC(=O)Cn1c(=O)oc2cc(S(=O)(=O)Nc3cc(OCC)ccc3OCC)ccc21
    0.1	17.9	-0.4	9.1	-6.6	3.6	0.874	-0.5
- COc1ccc(CCNC(=S)NNC(=O)c2c(Br)c(C)nn2C)cc1OC
    19.3	1.0	0.0	-2.9	-11.6	1.3	1.64	-0.3
- CCCCCn1c(CNC(=O)CCC)nc2ccccc21
    -0.8	-20.2	-1.2	-18.2	-6.4	-0.9	1.04	-4.2
- O=S(=O)(c1cccs1)N1CN(Cc2cccs2)c2nc3ccccc3nc21
    68.7*	i	-5.4	-16.4	0.3	-14.0	1.01	-6.5
- Cc1cccc(C)c1NC(=O)CN(C)CC(=O)Nc1cc(Cl)ccc1C#N
    6.5	5.9	11.1	-21.2	6.2	-0.1	1.55	-0.3
- C=CCc1cccc(/C=N/c2ncccc2O)c1O
    15.9	9.7	-0.9	21.1	3.2	-6.8	1.13	-4.0
- CCOC(=O)N1CCC(NC(=O)C2CCN(Cc3nc(-c4ccc(CC)cc4)oc3C)CC2)CC1
    -3.8	3.5	10.2	.	0.7	-1.2	.	-13.0
- CC(C)OCCCNC(=O)C1CCN(S(=O)(=O)c2ccc3nc4c(c(C(=O)O)c3c2)CCCCC4)CC1
    -3.5	9.1	-1.0	-1.6	-6.1	-1.4	0.976	-1.0
- O=C1C=CC(=O)N1c1ccccc1N1C(=O)C=CC1=O
    114.4*	7.3	1.6	.	-0.2	3.6	.	0.5
- O=C(N/N=C/c1ccc([N+](=O)[O-])cc1)c1ccccc1OCc1ccccc1
    7.6	27.8	1.9	-24.0	-1.9	-0.3	0.856	-11.0
- CN(C(=O)c1cccc(NC(=O)C2CCN(C(=O)OC(C)(C)C)CC2)c1)C1CCCCC1
    4.8	6.9	0.0	-22.5	3.4	0.0	1.04	-0.8
- N=C1C(=O)OCC1c1ccccc1NC(=O)CN1CCOCC1 (configuration not stated)
    -0.7	-2.1	-0.7	-8.9	-10.8	-45.4	1.04	-0.9
- C=CCN1C(=O)c2ccc(C(=O)N3CCC(C(=O)OCC)CC3)cc2C1=O
    -2.3	11.5	-1.9	0.1	-1.0	2.3	0.974	1.6
- COc1cccc(/C=N/NC(=O)c2nnn(-c3nonc3N)c2C(C)C)c1
    27.1	10.4	0.3	-0.1	-19.4	3.2	1	25.5*
- COc1ccc(/C=N/Nc2ccccn2)cc1O
    7.6	10.7	1.9	57.3*	-5.3	2.0	1.02	-0.9
- COc1ccc(CNC(=O)C(OC(=O)c2nsc(Cl)c2Cl)C(C)C)cc1 (configuration not stated)
    -11.8	8.0	0.8	-9.5	0.6	0.3	1.12	0.3
- CCOC(OCC)P(=O)(C(C)C)C(C)C
    -8.0	14.0	-0.2	-2.8	-2.0	0.9	1.06	-3.9
- c1ccc(-c2nc3ccccc3nc2N2CCOCC2)cc1
    -10.5	-494.3	-0.7	10.3	5.6	-81.9	1.17	-0.2
- Cc1ccc(-c2nc(CS(=O)CC(=O)NCCN3CCCCCC3)c(C)o2)cc1 (configuration not stated)
    10.0	13.8	-2.2	2.8	-9.7	-6.1	1.18	3.4
- Cc1ccc(OCC(=O)NCC(=O)Nc2ccc(F)cc2)c([N+](=O)[O-])n1
    24.9	14.7	0.1	2.0	-2.6	2.9	1.11	-1.6
- O=C(NCc1ccco1)C(=O)c1cn(CC(=O)N2CCCCCC2)c2ccccc12
    4.4	2.0	-2.5	-1.5	-9.9	-0.5	1.05	0.1
- CCOc1ccc(N(CC(=O)Nc2ccc(C)cc2)S(C)(=O)=O)cc1
    4.8	6.4	-0.2	-1.3	-11.2	1.5	1.05	-1.7
- COCCCNC(=S)NNC(=S)Nc1ccc(OC)cc1
    10.6	31.0	1.1	-24.4	7.7	1.7	1.76	5.1
- O=C(NCCc1ccccc1)c1noc2c1CCc1ccccc1-2
    -5.9	1.9	3.1	-11.1	19.2	1.9	0.867	0.1
- Fc1cccc(-n2cc(-c3ccccc3)c3c(=S)nc[nH]c32)c1
    -12.5	-4.2	0.1	-5.0	1.4	0.1	1.31	-5.4
- Brc1ccc2ncnc(Nc3ccc(N4CCOCC4)cc3)c2c1
    23.7	19.5	0.8	-14.1	5.4	3.5	1.03	-0.8
- Oc1ccc(-c2nc(-c3ccc(F)cc3)c(-c3ccncc3)[nH]2)cc1
    -0.5	-384.8	0.7	9.4	-8.3	0.7	1.08	-5.0
- Cc1cc(N)n2nc(C)c(-c3ccccc3)c2n1
    -4.3	-231.0	-1.9	.	-12.7	0.4	.	-0.8
- O=c1cc(CSc2nnc(NC3CCCCC3)s2)nc2sccn12
    16.6	-4.0	0.0	-0.1	1.8	-1.7	0.873	-0.6
- O=C(OCCN1CCOCC1)c1ccccc1
    4.1	4.4	-0.3	-11.4	0.5	0.5	0.775	3.8
- CC1=C(C(=O)N2CCOCC2)C(c2ccccc2F)C2=C(CC(C)(C)CC2=O)N1 (configuration not stated)
    -1.2	-281.8	2.1	15.5	6.4	-4.4	0.84	0.6
- COC(=O)/C(=C/c1ccc2c(c1)c1ccccc1n2C)NC(=O)c1ccccc1
    13.2	-299.5	-10.1	1.2	-16.3	-1.2	0.9	0.7
- CS(=O)(=O)N1CCc2cc(C(=O)N3CCN(c4ccc(F)cc4)CC3)ccc21
    -7.7	-1.2	-0.9	10.5	-2.5	1.4	1.18	2.3
- Cc1ccc2c(c1)CCCN2C(=O)c1cc2ccccc2oc1=O
    6.7	24.1	-1.3	-12.6	-4.9	1.8	1.12	-2.8
- CCOc1ccccc1-c1nnc(SCC(=O)NC2CC3CCC2C3)n1CC (configuration not stated)
    -1.1	2.8	-1.0	-18.5	-0.3	-2.4	1.24	0.1
- CC(=O)O[C@@H]1[C@@]2(C)O[C@H]2CC[C@]23O[C@H]2[C@H](OC3=O)C2=C(C)C(=O)O[C@@]21O
    -1.1	19.5	4.2	2.2	-7.0	1.5	1.07	-3.6
- COc1ccc(N2CCN(C(=O)COc3ccc4c(C)cc(=O)oc4c3)CC2)cc1
    21.3	-287.7	0.2	-7.8	-11.0	-2.2	0.969	0.0
- Cc1cc(C(=O)N(C)Cc2ccc(Br)cc2)no1
    -3.5	9.7	-0.2	9.7	-9.0	2.2	1.04	-0.2
- CC(C)(C)CC(C)(C)N=C1Nc2cc(Cl)c(Cl)cc2NC12C[C@H]1CCC(=O)N3CC[C@@H](C2)[C@@H]13 (some centres not stated)
    31.2	-15.0	1.6	.	-5.7	-1.1	.	-2.1
- CCC(=O)N(C)C[C@H]1Oc2ncc(C#Cc3ccncc3)cc2C(=O)N([C@@H](C)CO)C[C@@H]1C
    22.5	10.0	-0.5	.	.	-0.9	.	.
- COC(=O)c1ccc(COc2ccc(/C=N/N3CCN(C)CC3)cc2)cc1
    0.7	8.1	46.5	1.2	6.0	2.1	1.01	-4.7
- CCC(C)NC(=O)CCC(=O)Nc1ccc2nc(N3CCOCC3)cc(C)c2c1 (configuration not stated)
    13.7	i	-0.8	0.5	-0.7	2.5	1.01	-2.9
- CC(C)C(O)P(=O)(OCc1ccccc1)c1ccc(N(C)C)cc1 (configuration not stated)
    -4.6	14.1	3.4	-18.5	-8.6	3.3	1.16	-0.5
- CSCCC1NC(=O)C(C(C)=Nc2ccccc2)=C1O (configuration not stated)
    -6.7	16.6	0.7	.	-2.9	3.6	.	-0.1
- Cc1noc(C)c1COC(=O)[C@@H](NC(=O)c1ccccc1Cl)C(C)C
    16.5	16.1	-0.6	-7.3	0.5	4.4	1.06	-0.2
- S=c1[nH]nc(-c2cc(-c3ccccn3)nc3ccccc23)o1
    -1.3	-41.5	6.5	13.9	-0.9	39.9	1.12	-2.6
- CC(=O)c1cn(N(C)c2ncc(C(F)(F)F)cc2Cl)c(=O)[nH]c1=O
    2.8	13.4	-2.0	11.4	6.4	0.5	0.915	5.0

Complete entries as entered above:
COC(=O)c1ccc(COc2ccc(/C=N/N3CCN(C)CC3)cc2)cc1 is entered as PfGluPho inh: 0.7; SENP8 block: 8.1; MPTP block: 46.5; SENP6 block: 1.2; ATG4B inhibitor: 6.0; SENP1 inh: 2.1; hIAP activ: 1.01; GRIN3A LBD mod: -4.7
Cc1noc(C)c1COC(=O)[C@@H](NC(=O)c1ccccc1Cl)C(C)C is entered as PfGluPho inh: 16.5; SENP8 block: 16.1; MPTP block: -0.6; SENP6 block: -7.3; ATG4B inhibitor: 0.5; SENP1 inh: 4.4; hIAP activ: 1.06; GRIN3A LBD mod: -0.2

(further entries)
Results follow in this order: PfGluPho inh	SENP8 block	MPTP block	SENP6 block	ATG4B inhibitor	SENP1 inh	hIAP activ	GRIN3A LBD mod
- CC[C@H](C)C(=O)O[C@H]1CCC=C2C=C[C@H](C)[C@H](CC[C@@H]3C[C@@H](O)CC(=O)O3)[C@H]21
    8.3	2.4	-1.9	1.6	-8.3	0.3	1.02	-1.1
- O=C(/C=C/c1ccc(F)cc1)c1ccccc1Br
    1.8	4.2	-0.6	-18.7	13.9	0.8	0.896	0.2
- CCOc1ccc(NC(=O)C(=O)NCCN2CCN(S(=O)(=O)c3ccccc3)CC2)cc1
    8.1	8.7	-2.7	-1.5	-7.0	2.6	1	3.3
- Cc1ccnc(NC(c2ccccc2)c2ccc3cccnc3c2O)c1 (configuration not stated)
    -6.1	6.4	1.8	.	13.1	1.0	.	147.9*
- CCOC(=O)c1sc(NC(=O)C(C)Sc2nc(N)cc(=O)[nH]2)nc1C (configuration not stated)
    -13.6	-15.8	-0.7	0.4	0.4	0.6	0.969	0.7
- O=C(N/C(=C/c1cccnc1)C(=O)N1CCCCCC1)c1ccccc1
    11.9	10.4	-1.2	-7.6	-7.3	0.3	0.903	-0.6
- O=S(=O)(NCCN1CCOCC1)c1ccc(Cl)s1
    7.8	25.6	-0.5	2.1	1.5	4.2	1.1	-0.7
- CC1=NN(C(=O)c2ccc(Cn3nc(C)c(Br)c3C)cc2)C(O)(C(F)(F)F)C1 (configuration not stated)
    -5.0	19.6	1.7	-18.6	-15.5	-3.6	0.969	-2.4
- CCOC(=O)CC(=O)CSc1nc(C)cc(-c2cccnc2)c1C#N
    -13.4	-25.7	0.2	3.4	1.1	10.4	1.04	-2.5
- CCC(C)(C)N(C(=O)CCC(=O)Nc1cc(C)on1)C(C(=O)NC(C)(C)C)c1ccc(OC)cc1 (configuration not stated)
    -20.3	21.4	0.2	-18.2	3.8	0.4	1.12	-0.6
- CCc1ccc(NC(=O)C(=O)N/N=C(\C)CC(=O)Nc2ccccn2)cc1
    -7.5	6.4	0.7	-11.8	-3.2	1.0	1.22	-2.0
- CC1=CCC(C(=O)O)C(C(=O)Nc2cccnc2)C1 (configuration not stated)
    -3.4	-1.9	0.3	3.7	13.7	-2.7	1.09	-2.0
- COCCCNc1nc(-c2ccncc2)nc2ccccc12
    13.6	-125.8	-2.9	-2.7	-9.0	-0.1	1.12	0.7
